Screening data: PubChem, several laboratories
PhoP inhibition – inhibitors of PhoP regulon expression, primary screen, Salmonella Typhimurium, GFP reporter (AID 1863). S. Typhimurium PhoP-regulated promoter GFP reporter, 4 h; higher % means a stronger effect. inhibition, % at 50 µM, or IC50 in µM where a hit was titrated. actives 0.16% (n = 300,000);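 active = inhibition over 29.93%, a cutoff 3 SD above the screen mean, later confirmed by dose response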;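 also: 0% = low Mg2+ inducing control and 100% = high Mg2+ repressing control; strong numbers were not always called active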
West Nile virus CPE – inhibition of WNV-induced cytopathic effect – cell-based, CPE readout (AID 1621); West Nile virus-infected cells, CPE inhibition; higher % means a stronger effect; one-dose CPE inhibition, % at 10 µM; IC50 in µM for titrated hits; actives 0.02% (n = 290,000); in the data active = a potency from the dose series; also: strong numbers were not always called active
Siah-1 displacement – blockers of Siah-1 interaction with plectin peptide – biochemical, fluorescence polarization, rhodamine-plectin, uHTS, primary screen (AID 1817); Siah-1 / rhodamine-plectin peptide fluorescence polarization; higher % means a stronger effect; one-dose displacement, % at 20 µM; IC50 in µM for titrated hits; actives 0.02% (n = 290,000);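 active = displacement of at least 50% at 20 µM, with a fluorescence ratio check between 0.3 and a set limit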;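 also: plate controls were Siah plus tracer with DMSO for no effect and tracer alone without Siah for full effect; strong numbers were not always called active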
An asterisk follows results filed as active. The list is partial; count on the stated rates, not on these rows.

SMILES	PhoP inhibition	West Nile virus CPE	Siah-1 displacement
Cc1ccc(NC(=O)CCCn2c(=S)[nH]c3ccsc3c2=O)cc1C	-11%	-0.5%	7%
O=C(CN1CCN(S(=O)(=O)N2CCCCCC2)CC1)Nc1ccc(Br)cc1	-1%	-0.9%	0%
CN1CCN(C(=O)/C(=C/c2cn(S(=O)(=O)N(C)C)c3ccccc23)NC(=O)c2ccccc2Cl)CC1	-7%	-0.4%	1%
COc1ccc(NC(=O)n2ncc3cc(Cl)ccc32)cc1OC	5%	-0.2%	-1%
COCC1CCCC1OS(N)(=O)=O (stereo not given)	12%	-0.3%	-3%
COc1ccccc1/C=C1/C(=O)N(c2ccccc2)N=C1C	2%	0.6%	-1%
O=C(CN(C(=O)CCC(=O)Nc1ccccn1)c1cccc(F)c1)NCc1ccc2c(c1)OCO2	3%	-0.5%	1%
O=C(CN1C(=O)/C(=C/c2ccc(F)cc2)SC1=S)NC1CCS(=O)(=O)C1 (stereo not given)	2%	-0.1%	-3%
O=C(O)CCC(=O)N(Cc1ccccc1)Cc1ccccc1	9%	0.3%	11%
CC(C)(Oc1ccc(Cl)cc1)C(=O)O/N=C(\N)c1ccncc1	0%	-0.4%	-4%
CCC(=O)N1CCc2cc(S(=O)(=O)CCC(=O)Nc3ccc(OC)cc3)ccc21	-9%	0.0%	0%
COc1cccc(NC(=O)c2ccccc2Oc2ccccc2)c1	3%	-0.7%	13%
CC(CNC(=O)c1cc(COc2c(F)cccc2F)on1)c1ccccc1 (stereo not given)	2%	-1.0%	14%
COc1ccccc1CC(=O)Nc1cc(C)ccn1	11%	-0.4%	-3%
NCCc1nnc(SCC(=O)Nc2cccc(Cl)c2)o1	5%	-0.1%	0%
O=C(NNC(=O)c1ccccc1C(F)(F)F)c1csc(N2CCOCC2)n1	-4%	1.0%	2%
CCN1CCN(C(CNS(=O)(=O)c2ccc(C)cc2)c2cccnc2)CC1 (stereo not given)	0%	1.3%	-4%
COc1ccc(N(CC(=O)N2CCCC2)S(C)(=O)=O)cc1	5%	-0.2%	0%
CC(=O)c1ccc(N2C(=NC(=O)COc3ccccc3)SC3CS(=O)(=O)CC32)cc1 (stereo not given)	-3%	0.2%	-4%
CCC(C)c1ccc(NC(=O)N2CCN(C(=O)C3CCCO3)CC2)cc1 (stereo not given)	-5%	0.1%	-6%
N#CCCN1CCCN(CCC#N)CCN(CCC#N)CCCN(CCC#N)CC1	-6%	0.6%	-4%
O=C(/C=C/c1c(Cl)cccc1Cl)N1CCOCC1	-7%	-0.2%	-1%
O=C(Nc1ccc(C(F)(F)F)cc1)C1CCN(S(=O)(=O)c2ccc(N3CCCC3=O)cc2)CC1	-2%	0.1%	-5%
COc1cc2ccccc2cc1C(=O)Nc1cc(C)ccn1	-6%	-0.6%	7%
O=Cc1coc2c(ccc3ccccc32)c1=O	24%	-0.5%	-3%
COC(=O)Cn1c(CN2CCN(C(=O)c3ccco3)CC2)nc2c1c(=O)n(C)c(=O)n2C	-11%	0.3%	-6%
Cc1ccc(-n2ncc3c2CC(C)(C)CC3NC(=O)Cc2c(C)noc2C)cc1 (stereo not given)	0%	-1.4%	6%
[N-]=[N+]=NCCN1CCN(CCc2ccccc2)CCC1=O	-4%	-0.1%	3%
COc1ccccc1CNC(=O)C1CCC(CNS(=O)(=O)c2cccc3cccnc23)CC1 (stereo not given)	-14%	-0.7%	1%
CCN1C(=O)c2ccccc2S(=O)c2ccc(C(=O)NCc3ccc(OC)cc3)cc21 (stereo not given)	-2%	-0.5%	-4%

Among those listed so far, five have fluorine.
SMILES	PhoP inhibition	West Nile virus CPE	Siah-1 displacement
O=C(CN(C(=O)CCC(=O)Nc1ccccn1)c1cccc(F)c1)NCc1ccc2c(c1)OCO2	3%	-0.5%	1%
O=C(CN1C(=O)/C(=C/c2ccc(F)cc2)SC1=S)NC1CCS(=O)(=O)C1 (stereo not given)	2%	-0.1%	-3%
CC(CNC(=O)c1cc(COc2c(F)cccc2F)on1)c1ccccc1 (stereo not given)	2%	-1.0%	14%
O=C(NNC(=O)c1ccccc1C(F)(F)F)c1csc(N2CCOCC2)n1	-4%	1.0%	2%
O=C(Nc1ccc(C(F)(F)F)cc1)C1CCN(S(=O)(=O)c2ccc(N3CCCC3=O)cc2)CC1	-2%	0.1%	-5%

Later entries:
SMILES	PhoP inhibition	West Nile virus CPE	Siah-1 displacement
Cc1ccc(S(=O)(=O)/C(C#N)=C/c2c(N3CCN(Cc4ccccc4)CC3)nc3ccccn3c2=O)cc1	-5%	-0.3%	-4%
CC1=NN(c2ccc(C(=O)O)cc2)C(=O)/C1=C/c1ccc(-c2ccccc2F)o1	3%	-1.0%	0%
Cc1nnc(Cn2cnc3c2c(=O)n(C)c(=O)n3C)o1	3%	0.4%	-3%
O=C(CCCc1ccccc1)NCc1ccc(Cl)cc1	-1%	0.9%	-1%
Cc1ccc(SCCNC(=O)c2ccc([N+](=O)[O-])c(C)c2)cc1	-2%	-0.1%	-8%
O=[N+]([O-])c1ccc(CSc2ccccn2)cc1	6%	0.3%	6%
O=C(c1cc(-c2ccc(F)cc2)on1)N1CCN(c2ccc(F)cc2)CC1	5%	-0.5%	-5%
COc1ccc(S(=O)(=O)N2CCN(c3ncccn3)CC2)cc1[N+](=O)[O-]	3%	-0.3%	-2%
COc1ccc(Cc2nnc(NC(=O)Nc3cccc(OC)c3)s2)cc1	-4%	-1.1%	4%
COc1ccc(Nc2nnc(-c3ccc(C(N)=O)cc3)c3ccccc23)cc1	0%	-0.6%	-10%
CSc1ccccc1NC(=O)CCn1c(=O)oc2ccccc21	7%	-0.4%	-5%
CCN(CC1CCCO1)C(=O)c1cc(COc2ccccc2SC)on1 (stereo not given)	-4%	-0.3%	-4%
O=C(COc1ccc(Cl)cc1)NCCS(=O)(=O)N1CCN(c2ccc(F)cc2)CC1	4%	-0.7%	6%
C/C=C/C(O)c1ccc2ccccc2c1 (stereo not given)	-6%	-0.5%	-3%
Cc1ccc(CNC(=O)C2CCC(=O)N(CCCN3CCOCC3)C2)cc1 (stereo not given)	-2%	0.1%	-7%
O=C(NCc1cccc(C(F)(F)F)c1)C1CCC(=O)N(C2CCCCCC2)C1 (stereo not given)	-2%	-0.9%	7%
Cc1nc2nc(C)c(NS(=O)(=O)c3ccc(C4CCCCC4)cc3)c(=O)n2[nH]1	-3%	0.0%	0%
O=S(=O)(NC1CCCCCCC1)c1ccccc1F	4%	-1.4%	11%
CC(C)=CCCC(C)CN1CCC(n2nccc2NC(=O)c2cccnc2)CC1 (stereo not given)	-4%	0.8%	-1%
COc1ccc(CNC(=O)Cn2cccc2C(=O)c2ccccc2)cc1	2%	-0.5%	12%
COC1CCN(C(=O)C2CCC(=O)N(CCc3cccc(F)c3)C2)CC1 (stereo not given)	15%	-0.3%	12%
CC1CCN(S(=O)(=O)c2ccc(NC(=O)CN3CCCC3)cc2)CC1	9%	-0.4%	-1%
CC(C)N(Cc1ccccc1)S(=O)(=O)c1ccc(F)cc1	1%	2.1%	4%
COc1ccc(CC(=O)Nc2c(C(N)=O)oc3ccccc23)cc1OC	-8%	0.0%	0%
CCc1cc(=O)oc2cc(C)cc(OCC(=O)NC3CCN(Cc4ccccc4)CC3)c12	-9%	-1.0%	2%
CC1CC(C)CN(S(=O)(=O)N2CCC(C(=O)NCCc3ccccc3)CC2)C1 (stereo not given)	-1%	-0.3%	4%
CC1CCCC(C)N1CCCNC(=O)Cn1ncc2c([nH]c3ccccc32)c1=O (stereo not given)	-3%	0.0%	2%
COc1ccc(C2=NN(CCC(=O)NC3CCC(C)CC3)C(=O)CC2)cc1 (stereo not given)	-6%	-0.5%	13%
Cc1ccc2c(c1)N(CC(=O)NCCCN1CCN(C)CC1)C(=O)CO2	12%	-0.2%	-2%
Cc1ccc(CN(C)c2nc(-c3cccnc3)nc3ccccc23)o1	4%	-0.9%	-8%
CC(CNC(=O)CCS(=O)(=O)c1ccc2c(c1)NC(=O)CO2)c1ccccc1 (stereo not given)	-2%	0.5%	1%
CNC(=O)COc1ccc(Nc2nnc(-c3ccc(C)c(S(N)(=O)=O)c3)c3ccccc23)cc1	-2%	0.6%	-2%
COc1cccc(C(=O)NCC(=O)N/N=C/c2c(C)[nH]c3ccccc23)c1	2%	0.8%	-4%
Oc1ccc(-c2sc(Nc3ccccc3)n[n+]2-c2ccc(F)cc2)cc1	-13%	0.8%	0%
CN(CC(=O)Nc1ccccc1Br)C(=O)c1ccc(-c2ccc(Cl)cc2)o1	-1%	0.2%	2%
O=C(NCCCn1cccn1)C1CCC(=O)N(Cc2cccc(C(F)(F)F)c2)C1 (stereo not given)	-16%	-0.7%	-3%
COc1ccc(CNC(=O)C2CCN(C(=O)Cc3ccccc3)CC2)cc1	0%	-0.4%	5%
Cc1ccccc1S(=O)(=O)Cc1ccc(C(=O)N(C)C2CCCCC2)o1	0%	-0.7%	0%
CCc1cc(=O)oc2c(C)c(OCC(=O)NC3CC(C)(C)NC(C)(C)C3)ccc12	-2%	0.7%	8%
Cc1ccccc1-c1nnc(SCC(=O)NC2CCCC2)o1	10%	-0.4%	6%
CC(C)C(OC(=O)CN1C(=O)COc2ccccc21)C(=O)NC1CCCCC1 (stereo not given)	0%	-0.7%	4%
COc1ccc(S(=O)(=O)Nc2c(C)cccc2C)cc1-n1cnnn1	-6%	-0.6%	2%
CCN(CC)C(=O)c1ccc(NS(=O)(=O)c2ccc3[nH]c(=O)[nH]c3c2)cc1	-3%	-0.2%	2%
COc1cc(/C=C2\SC(=Nc3ccccc3OC)NC2=O)ccc1O	-8%	-1.2%	1%
COc1ccc(N2CCN(C(=O)CCc3nnc4ccc(N5CCCC5)nn34)CC2)cc1	-7%	0.1%	-2%
Cn1nccc1NC(=O)Nc1ccccc1	10%	0.3%	6%
COc1cccc(CC(=O)Nc2cccc3ccccc23)c1	-4%	-0.2%	-2%
CC(C)c1ccc(NC(=O)C2CC2c2ccccc2)cc1 (stereo not given)	-2%	-1.5%	1%
CC(=O)C1=C(c2ccccc2)NC(=O)NC1c1cccs1 (stereo not given)	-6%	-0.2%	-3%
COc1cccc(N2C(=NC(=O)CCC3CCCC3)SC3CS(=O)(=O)CC32)c1 (stereo not given)	4%	-0.3%	-1%
CCC(C)NC(=O)CN1C(=O)NC2(CCOc3ccccc32)C1=O (stereo not given)	2%	-0.4%	3%
CCN(CC)/C(=N\S(=O)(=O)c1ccccc1C)c1ccccc1	-7%	0.5%	-4%
COc1ccc(NC(=S)NNC(=O)c2ccco2)c(OC)c1	-1%	0.1%	-3%
COc1cccc(C(=O)OCCNC(=O)c2cccnc2)c1	4%	-0.1%	2%
CCN(CC)CCN(C(=O)C1=COCCO1)c1nc2c(OC)ccc(OC)c2s1	1%	-0.3%	5%
CCn1c(=O)c2c(nc(SCC(=O)N3CCC(C)CC3)n2C)n(C)c1=O	0%	0.4%	6%
COCCNC(=O)Cn1nc(-c2ccc(C)cc2)c2ccccc2c1=O	9%	-1.1%	-2%
Cc1cc(C)cc(NC(=O)c2ccc(S(=O)(=O)NCc3cccnc3)cc2)c1	0%	-0.6%	2%
Cc1cc(C(=O)Nc2ccc(C#N)cc2)on1	16%	0.4%	-1%
CC(C)N(C(C)C)S(=O)(=O)c1ccc(N2CCc3ccccc3C2)nc1	1%	0.2%	2%

Gathered by group, the entries above containing two or more sulfur atoms
SMILES	PhoP inhibition	West Nile virus CPE	Siah-1 displacement
Cc1ccc(NC(=O)CCCn2c(=S)[nH]c3ccsc3c2=O)cc1C	-11%	-0.5%	7%
O=C(CN1C(=O)/C(=C/c2ccc(F)cc2)SC1=S)NC1CCS(=O)(=O)C1 (stereo not given)	2%	-0.1%	-3%
CC(=O)c1ccc(N2C(=NC(=O)COc3ccccc3)SC3CS(=O)(=O)CC32)cc1 (stereo not given)	-3%	0.2%	-4%
COc1cccc(N2C(=NC(=O)CCC3CCCC3)SC3CS(=O)(=O)CC32)c1 (stereo not given)	4%	-0.3%	-1%

New compounds follow.
SMILES	PhoP inhibition	West Nile virus CPE	Siah-1 displacement
Cc1cc(-c2ccccc2)nc(N/N=C/c2ccccc2)n1	4%	-0.1%	4%
Cc1nn(C)c2ncc(C(=O)c3ccccc3O)cc12	6%	-0.1%	4%
CCSc1nnc(NC(=O)CCNS(=O)(=O)c2ccccc2F)s1	0%	-0.5%	-1%
O=C(CSc1nccn1Cc1ccco1)Nc1cccc(F)c1	5%	-0.1%	-2%
CC(=O)Nc1ccc(S(=O)(=O)NCCC(=O)OCc2ccc([N+](=O)[O-])cc2)cc1	-5%	0.3%	2%
Cc1ccc(S(=O)(=O)CCC(=O)Nc2nc(-c3cccnc3)cs2)cc1	-12%	1.2%	4%
C/C(=N\NC(=O)C(O)c1ccccc1)c1ccc(Br)s1 (stereo not given)	4%	-1.3%	4%
COc1cc(C(=O)Nc2cc(C)nn2-c2ccccc2)cc(OC)c1OC	-4%	0.1%	6%
Cc1ccc(C(=O)Nc2cccc(C(=O)NC3CCCC3)c2)cc1	-2%	-1.0%	5%
COc1cc(C(c2c(C)[nH][nH]c2=O)c2c(C)[nH][nH]c2=O)cc(Br)c1OC	-4%	0.4%	0%
COc1ccccc1C(=O)Nc1cccc(NC(=O)c2ccccc2C)c1	-3%	-1.3%	-4%
Fc1cccc(NC(=S)N2CCc3ccccc32)c1	1%	-0.7%	0%
CC(C)(CN1CCOCC1)NS(=O)(=O)c1ccccc1	-3%	0.1%	-4%
COc1cccc(NC(=O)CCS(=O)(=O)c2ccc(Br)cc2)c1	0%	-0.5%	-1%
